# Screens from PubChem.
# AmpC no deterg = blocks E. coli AmpC beta-lactamase in detergent-free assay | P00811 | Potency, µM (series often up to 57.1 µM), without a hit: at the highest dose activity change, negative = inhibition, hits mostly inhibitors | 0.52% of 330,000 active | AID 485341 | AmpC nitrocefin hydrolysis, absorbance 480 nm, 0.0001% Triton;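 also: potency is read from the fitted curve at half-maximal effect; plate controls were no compound for no effect and no enzyme for full effect; nearly all actives have a fitted effect of over 20% in size; some results filed as inactive show a strong effect at the top dose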
# Target sequence (P00811 whole entry, looked up): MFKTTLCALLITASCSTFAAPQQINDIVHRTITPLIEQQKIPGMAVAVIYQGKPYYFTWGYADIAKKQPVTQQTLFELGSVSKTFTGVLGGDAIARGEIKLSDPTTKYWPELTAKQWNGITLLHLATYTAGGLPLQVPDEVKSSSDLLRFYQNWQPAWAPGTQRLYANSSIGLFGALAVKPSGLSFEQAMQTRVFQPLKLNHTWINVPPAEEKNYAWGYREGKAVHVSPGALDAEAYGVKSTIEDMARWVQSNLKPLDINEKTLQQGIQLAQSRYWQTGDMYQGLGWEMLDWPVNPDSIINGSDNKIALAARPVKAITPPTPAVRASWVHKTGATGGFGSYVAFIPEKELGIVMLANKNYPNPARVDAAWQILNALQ
#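 20 mM phosphate pH 7.0 + 0.01% (detergent screen) or 0.0001% Triton X-100; 5.3 nM AmpC reagent; cpd preinc 15 min RT; nitrocefin (800 uM stock) to start; A480 q20 s × 4 min; Activity was normalised to no-enzyme and no-compound control wells.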
# Sm TGR block = S. mansoni TGR enzyme inhibition; Q962Y6; purified TGR, DTNB reduction, TNB absorbance 405 nm; Potency, µM (titrated, usually from 114 µM), without a hit: at the top dose activity change, negative = inhibition, hits mostly inhibitors; 3% of 360,000 active; AID 485364; also: potency is read from the fitted curve at half-maximal effect; nearly all actives have a fitted effect of over 60% in size
#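 First, TGR (20 nM dispensed) and NADPH were mixed with compound. Second, a 15 min room-temperature incubation followed. Third, further NADPH and then DTNB were added to start the reaction. Finally, TNB absorbance was monitored kinetically.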
# HCMV inh = inhibitors of human cytomegalovirus. HFF cells, HCMV-luciferase reporter, 72 h; stronger effect = lower value. activity change, negative = inhibition, % at 57.5 µM. 4.5% of 410,000 active; in the data active = activity change below about -60%; inconclusive = no clear call, values can overlap the other calls; inactive = above about -39%
#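 Luciferase read-out from HCMV-luciferase-infected HFFs (MOI 1 PFU/cell) 72 h post infection at 37C; compounds added after 16 h cell attachment; activity normalized between buffer-only basal and Salinomycin (10uM) inhibitor controls.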
# Giardia FBPA inh = blocks Giardia fructose-bisphosphate aldolase activity. purified Giardia FBPA. Potency, µM (highest dose often 59.6 µM), without a hit: top-dose activity, negative = inhibition, actives largely listed as inhibitors. 0.71% of 290,000 active. AID 2451; also: potency is read from the fitted curve at half-maximal effect; nearly all actives have a fitted effect of over 55% in size
# Target sequence (A8B2U2 whole entry, looked up): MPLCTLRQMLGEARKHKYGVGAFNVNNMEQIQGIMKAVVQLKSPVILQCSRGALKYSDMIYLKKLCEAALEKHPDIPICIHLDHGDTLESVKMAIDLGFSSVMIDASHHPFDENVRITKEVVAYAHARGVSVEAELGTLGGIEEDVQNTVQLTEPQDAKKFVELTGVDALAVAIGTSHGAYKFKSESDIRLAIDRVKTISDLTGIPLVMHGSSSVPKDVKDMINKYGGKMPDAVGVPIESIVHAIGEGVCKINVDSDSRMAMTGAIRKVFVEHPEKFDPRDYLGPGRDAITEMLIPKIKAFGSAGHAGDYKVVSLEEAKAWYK
#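 40 nM FBPA preincubated 10 min at RT with compound (up to 57.5 uM final), then substrate plus GAPDH/TPI/NAD/arsenate coupling and diaphorase/resazurin added. Fluorescence read after 20 min at RT, 525/598 nm.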
# AmpC inh detg = inhibitors of E. coli AmpC beta-lactamase with detergent; AmpC hydrolysis of nitrocefin, absorbance 480 nm, 0.01% Triton; 0.041% of 370,000 active; Potency, µM (highest dose often 114 µM), for the others: top-dose activity change, negative = inhibition, actives largely listed as inhibitors;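 also: potency is read from the fitted curve at half-maximal effect; 0% = no-compound wells and -100% = no-enzyme wells; nearly all actives have a fitted effect of over 25% in size; some results filed as inactive show a strong effect at the top dose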
#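 AmpC (5.3 nM in the dispensed reagent) in 20 mM phosphate pH 7.0 with 0.01% (detergent screen) or 0.0001% Triton X-100 was preincubated with compounds for 15 min at room temperature. Nitrocefin was then added from an 800 uM solution, and hydrolysis was followed at 480 nm.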
# HCV inhibitor = inhibitors of hepatitis C virus infection; Huh7.5.1 HCVcc-Cre infection, luciferase reporter, 44 h; Potency, µM (highest dose often 41.8 µM), without a hit: top-dose activity change, negative = inhibition, hits mostly inhibitors; 3.4% of 340,000 active; also: potency is read from the fitted curve at half-maximal effect
#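 Seed cells (1,000/well) for 4 h; treat with compound and infect with HCVcc-Cre, moi about 0.5. Incubate 44 h, then detect luciferase activity.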
# Active calls of the source: *; ? = inconclusive; . = no result given; & = joins results of further samples; ! = not confirmed by another sample; [ ] = remark or other dose. Unless noted, calls follow the shape of the dose curve; as a rule, active = well fitted curve in the direction sought with a large enough effect; inconclusive = small, poorly fitted or top-dose-only effect, or another doubt; inactive = no such curve, though single readings can be large; an effect the other way counts as inactive or inconclusive. Unless noted, % is scaled to controls: 0 for no effect and ±100 for the full control effect.
SMILES,AmpC no deterg,Sm TGR block,HCMV inh,Giardia FBPA inh,AmpC inh detg,HCV inhibitor
O=C(CNC(=O)c1cccs1)NC1=NCCS1,?,0%,5,-2%,3%,-17%
Cc1nn(C2CCS(=O)(=O)C2)c(Cl)c1/C=C/C(=O)OCC(N)=O (stereo unspecified),-2%,15%,-23,3%,6%,2%
CCc1[nH]c(=O)c(C#N)c2c1CSC(C)(C)C2,-24%,?,41,-11%,-7%,-20%
Cc1ccc(S(=O)(=O)N2CCN(C(=O)COC(=O)c3ccc(Cl)nc3)CC2)c(C)c1,-5%,15%,-6,.,?,4%
Cc1nc2c(C(=O)NCc3ccc(F)cc3)c[nH]n2c(=O)c1Cl,-38%,2%,43,1%,1%,.
COc1ccc(C2C(C(C)=O)=C(Nc3ccccc3)CC(C)(O)C2C(C)=O)cc1OC (stereo unspecified),16%,-7%,21,1%,-4%,4%
CCOC(=O)c1c(C)[nH]c(C)c1S(=O)(=O)N(C)CC(=O)N1CCN(c2cccc(Cl)c2)CC1,.,6%,?,.,2%,.
CC(=O)Nc1cccc(-c2csc(Nc3ncccn3)n2)c1,-15%,1%,3,0%,-2%,.
COc1ccc(C)cc1NCc1ccc(OC)c(C)c1OC,-20%,2%,-15,?,-7%,-4%
COc1ccc(S(=O)(=O)NCc2cccnc2)cc1C(=O)NC1CCCCC1,-13%,-23%,39,13%,-1%,.
O=C(OCc1ccco1)c1ccc(S(=O)(=O)N2CCCCC2)cc1,-36%,7.1µM*,37,5%,-14%,-15%
CCC(=O)N(Cc1cc(=O)[nH]c2ccccc12)c1ccc(C)cc1C,-2%,-13%,45,11%,-5%,8%
Cc1cc(C(=O)N/N=C/c2sc(N3CCOCC3)nc2-c2ccccc2)c(C)o1,-3%,?,19,-9%,-7%,?
CC(C)(NO)/C(=N/O)c1ccc(Br)cc1,-11%,-29%,-6,18%,-4%,-5%
N#C/C(=C\c1cccc(NC(=O)c2ccccc2Cl)c1)C(=O)NCCc1ccccc1,-32%,0%,?,0%,-6%,?
Cc1ccc(NC(=O)C(=O)NCCN2CCN(S(C)(=O)=O)CC2)cc1C,-13%,5%,-14,2%,5%,8%
COc1cc(C(=O)Nc2cc(Cl)ccc2-n2cncn2)ccc1OC(F)F,-6%,7%,5,.,-2%,8%
CCOc1ccc(Cl)cc1S(=O)(=O)N1CCC(C(=O)NCC2CCCO2)CC1 (stereo unspecified),67%[activator],-7%,-6,8%,-4%,17%
Cc1ccc2nc(SCC(=O)N3CCOCC3)[nH]c2c1,19%,-2%,60,-3%,-12%,-7%
Cc1cccc(Oc2cc(N)cc([N+](=O)[O-])c2)c1,-30%,-19%,19,-3%,2%,1%
CCCn1ncc(C(=O)NC2CCCN(Cc3ccc(Cl)cc3)C2)c1C (stereo unspecified),57%,-28%,0,-6%,0%,-20%
O=C(c1ccco1)N1CCN(Cc2ccc(F)cc2Cl)CC1,5%,-30%,72,5%,-1%,11%
COc1cccc(-n2c(-c3ccco3)nc3c(cnn3-c3ccc(Cl)cc3)c2=O)c1,.,-7%,-67*,.,4%,.
COc1cc2c(C(=O)N(C)c3cc(Cl)ccc3OC)cn(CC(C)C)c(=O)c2cc1OC,.,-3%,-61*,.,-4%,.
COC(=O)C1=C(C(=O)OC)[C@@H]2Nc3ccccc3[C@@]23C[C@@H](C(=O)OC)N(C(=O)c2cccs2)C3=N1,.,.,0,0%[12.9 µM],.,5%

# The last 2 entries of the part before open the next one.
SMILES,AmpC no deterg,Sm TGR block,HCMV inh,Giardia FBPA inh,AmpC inh detg,HCV inhibitor
COc1cc2c(C(=O)N(C)c3cc(Cl)ccc3OC)cn(CC(C)C)c(=O)c2cc1OC,.,-3%,-61*,.,-4%,.
COC(=O)C1=C(C(=O)OC)[C@@H]2Nc3ccccc3[C@@]23C[C@@H](C(=O)OC)N(C(=O)c2cccs2)C3=N1,.,.,0,0%[12.9 µM],.,5%
Cc1ccc(S(=O)(=O)CCC(=O)Nc2nnc(-c3cccs3)o2)cc1,-17%,-4%,-7,.,?,-14%[8.37 µM]
O=C(Nc1ccc2oc(-c3cccc4c(Br)cccc34)nc2c1)c1cccc(Cl)c1,.,-3%,16,.,11%,.
COCCOc1ccc(C(F)(F)F)cc1NC(=O)Cc1ccc(S(=O)(=O)N2CCOCC2)s1,117%[activator],2%,-21,.,-10%,?
COC(=O)c1ccc(CNCC(=O)Nc2ccc(C(=O)OC)cc2)cc1,12%,4%,9,2%,15%,-42%
O=C1Nc2ccccc2C1(O)Cc1ccncc1 (stereo unspecified),-8%,-1%,-29,1%,2%,9%
CC(=O)Nc1ccc(NC(=O)C2CCCN(S(=O)(=O)c3ccc4c(c3)CCCC(=O)N4)C2)cc1 (stereo unspecified),.,11%,20,.,12%,.
Cc1cccc(NC(=O)c2sc3nc(N4CCOCC4)c4c(c3c2N)CCCC4)c1,-15%,-12%,?,.,-14%,?
CCCc1cc(=O)n2[nH]c(NCc3cccs3)nc2n1,-14%,5%,18,-11%,8%,-4%
Cc1onc(-c2c(Cl)cccc2Cl)c1C(=O)N[C@@H]1C(=O)N2[C@@H]1SC(C)(C)[C@@H]2C(=O)O,0.1µM*!,-13%&7%,42&6,-12%,0.045µM*,0.5µM*!
O=C(NC1CCCCC1)c1cccc(S(=O)(=O)N2CCCCC2)c1,-16%,4%,?,-5%,?,0%
Cc1c(C(=O)N2CCCCC2)c(S(=O)(=O)NCc2ccc(N(C)C)cc2)c(C)n1C,14%,6%&7%,-12&20,12%,2%&22%,16%
CCCc1sc(N)nc1-c1ccc(C)cc1,-17%,3%,15,-5%,1%,?
Cc1ccc2nc(SCc3nnc(-c4cccs4)o3)[nH]c2c1,-22%,24%,20,-27%,0%,-6%
CCC(c1nnc(SCC(=O)Nc2cccc(S(N)(=O)=O)c2)n1-c1ccc(OC)cc1)N(C)C (stereo unspecified),-27%,1%,-30,-4%,0%,25%
COc1ccc(/C=N/NC(=S)NCc2ccccc2)cc1OC,-40%,2%,25,-5%,0%,-3%
CCN(CCn1cccn1)Cc1ccccc1OCC(O)CN1CCc2ccccc2C1 (stereo unspecified),51%,3%,0,-4%,-3%,?
CCOc1ccccc1C(=O)NC1(C(F)(F)F)C(=O)Nc2c1c(=O)[nH]c(=O)n2-c1ccc(F)cc1 (stereo unspecified),.,8%,-9,.,20%,.
Cc1nn(-c2cccc([N+](=O)[O-])c2)c(N)c1-c1ccccc1,-15%,-1%,-61*,-6%,?,-13%
Cc1cccc(Cn2nnc3c(=O)[nH]c(C4CCN(C(=O)c5ccc(F)cc5)CC4)nc32)c1,.,0%,13,.,10%,.
O=C(CSc1n[nH]c(-c2ccncc2)n1)Nc1ccccc1,-16%,-9%,-10,?,-7%,24%
Cc1ccc(NC(=O)Nc2cccnc2)cc1Cl,-17%,7%,?,6%,-11%,?
COC(=O)C1=C(Nc2ccc(OC)cc2)C=C(C)C(C(=O)OC)C1c1ccc(C)cc1 (stereo unspecified),8%,3%,-17,?,-12%,-20%
CC(C)(C)NS(=O)(=O)c1ccc(NC(=S)NC(=O)C2CCC2)cc1,-21%,?,55,.,-3%,-3%
Cc1c(C(=O)NCCSCc2ccccc2Cl)cccc1[N+](=O)[O-],0.25µM*,1%,?,-4%,-2%,?
N#CC(C#N)=Cc1cccnc1,-12%,.,50,?,1%,24%

# Quoted from the results shown (three entries):
SMILES,AmpC no deterg,Sm TGR block,HCMV inh,Giardia FBPA inh,AmpC inh detg,HCV inhibitor
CC(C)(C)NS(=O)(=O)c1ccc(NC(=S)NC(=O)C2CCC2)cc1,-21%,?,55,.,-3%,-3%
Cc1c(C(=O)NCCSCc2ccccc2Cl)cccc1[N+](=O)[O-],0.25µM*,1%,?,-4%,-2%,?
N#CC(C#N)=Cc1cccnc1,-12%,.,50,?,1%,24%

# More records follow:
SMILES,AmpC no deterg,Sm TGR block,HCMV inh,Giardia FBPA inh,AmpC inh detg,HCV inhibitor
COc1cccc2cccc(/C=N/n3cnnc3)c12,-25%[11.4 µM],7%,-16,-6%,?,3%
COc1cc(C(=O)Nc2c(C(=O)O)[nH]c3ccc(Br)cc23)cc(OC)c1OC,-16%,-3%,1,10%,4%,20%
CCN1/C(=C2\OC(=S)N(C)C2=O)Sc2ccccc21,-7%,7%,88,3%,1%,19%
CCOC(=O)c1[nH]c2cc3c(cc2c1NC(=O)CN1CCN(CCO)CC1)OCO3,1%,2%,15,13%,0%,-12%
C=CCNC(=O)c1ccc(N(C)S(=O)(=O)c2ccc(OC)cc2)cc1,49%,-7%,-14,-2%,-13%,-5%
CSc1snc(SCC(N)=O)c1C#N,-11%,-23%,-12,7%,?,-5%
C=CCn1c(SCC(=O)N(CCO)CCO)nc2sc3c(c2c1=O)CCC3,10%,1%,45,4%,-2%,13%
CCn1c2c(c(=O)n3ncc(C(=O)Nc4ccc(Cl)cc4C)c13)CN(Cc1ccc(OC)cc1)CC2,.,-6%,-13,.,10%,.
CC(=O)N1CCOCCOCCN(C(C)=O)CCOCCOCC1,-5%,.,21,4%,7%,4%
Cc1cccc(CC(=O)N2CCN=C2SCc2ccc([N+](=O)[O-])cc2)c1,-5%,5%,-36,0%,?,1%
CCOC(=O)c1c(NC(=O)Cn2nnc3ccccc32)sc2c1CCC(C)C2 (stereo unspecified),-4%,-18%,-31,-1%,-9%,1.6µM*
CCN(CC)S(=O)(=O)c1ccc2c(c1)nc(SC(C)C(N)=O)n2-c1ccc(OC)cc1 (stereo unspecified),115%[activator],-1%,-31,-6%,-11%,-19%
Cc1cc(C)cc(N(CC(=O)N2CC=C(c3ccccc3)CC2)S(=O)(=O)c2c(C)noc2C)c1,23%,0%,-5,1%,?,14%
Cc1c(C)c2cc(Cl)c(OCC(=O)NCCCn3ccnc3)cc2oc1=O,-2%,-5%,8,.,-9%,6%
COc1ccc(OCC(O)Cn2c(Nc3ccccc3)nc3c2c(=O)n(C)c(=O)n3C)cc1 (stereo unspecified),-11%,0%[11.4 µM],-13,0%,-8%,6%
Cc1ccc2nc(SCc3nc4c(cnn4-c4ccccc4)c(=O)[nH]3)[nH]c2c1,-35%,-23%,-83*,3%,?,?
Cc1ccc(NC(=O)C2(c3ccccc3)CC2(Cl)Cl)cc1C (stereo unspecified),-28%,34%,109,-2%,5%,-11%
CC(=O)Nc1ccc(N/C=C/C(=O)c2ccc(C)o2)cc1,-16%,-11%,-27,0%,?,17%
CCOCCSC1=C(C#N)C(c2cccs2)C(C(C)=O)=C(C)N1 (stereo unspecified),-24%,-10%,-23,-14%,?,-1%
CCOc1ccccc1NC(=O)CCS(=O)(=O)c1ccc2c(c1)CCN2C(C)=O,-9%,-15%,-27,19%,?,23%
COc1ccc(-c2n[nH]c(=S)n2-c2ccc(C)cc2)cc1OC,-21%,-3%,64,26%,-2%,18%
O=c1n(Cc2ccc([N+](=O)[O-])cc2)c2ccccc2c2nc(-c3ccccc3)nn12,.,-3%,68,.,5%,.
Cc1cc2c(NC(=O)CCCC(=O)O)cccc2nn1,0%,12%,-7,-13%,-1%,-1%
CCc1cccc(C)c1NC(=O)c1cccc(N(C)C)c1,-25%,-2%,-20,-8%,-6%,17%
